# RT RNaseH block = HIV-1 RT RNase H inhibitors, primary screen, biochemical, fluorescence | inhibition, % at 10 µM | Gag-Pol polyprotein (Human immunodeficiency virus type 1 group M subtype B (isolate … | hit rate 1.9% among 65,000 | RT-RNase H RNA/DNA duplex cleavage; in the data active means inhibition above about 50%
# RmlC RmlD mix = RmlC and RmlD coupled enzyme inhibitors, primary screen, biochemical, 384-well, compound mixtures, retest; hit rate 0.39% among 110,000; inhibition, % at 5.5 µM; RmlC/RmlD coupled enzyme inhibition, 384-well mixture HTS; in the data active means inhibition above about 30%, passing the limit was not always enough; inconclusive means no clear call, values can overlap the other calls; further: strong numbers were not always called active
# Numbers without * were called inactive; ? = inconclusive; · = no result given. Only part of the results is shown; the hit share may differ from the screen's.
SMILES,RT RNaseH block,RmlC RmlD mix
Cc1ccc(N2CC(C(=O)Oc3cccc(N4C(=O)CCC4=O)c3)CC2=O)cc1 (centres undefined),4,-4
O=C(Nc1ccc(S(=O)(=O)Nc2ccc(Cl)cc2)cc1)C1CCCO1 (centres undefined),-1,-2
Cc1ccc(N=c2oc3cc(O)ccc3cc2C(N)=O)cc1,-3,-3
CC1(C)C=C(c2ccc(C=O)s2)CC(C)(C)N1,·,-1
N#Cc1c(Cc2cccc3ccccc23)nn(CCO)c1N,·,-16
Clc1c(-c2nnc3n2CCCCC3)sc2ccccc12,-20,-5
O=C(Nc1ccccc1)c1cccnc1Nc1ccccc1,-30,·
Cc1cccc(C)c1NC(=O)CN1CCNCC1,·,4
O=C(OC(C(=O)NCc1ccc2c(c1)OCO2)c1ccccc1F)c1ccco1 (centres undefined),-9,-14
Cc1cccc(OCC(=O)O/N=C(\N)Cc2ccc(Cl)cc2)c1,·,-23
CC(=O)c1ccc(NC(=O)CCc2c(C)nc3ncnn3c2C)cc1,-10,14
CCOc1ccc(NS(=O)(=O)c2ccc3[nH]c(=O)oc3c2)cc1,-10,-4
Cc1noc(C)c1C(=O)OCC(=O)/C=C1\N(C)c2ccccc2C1(C)C,-4,1
CC1=[N+]([O-])C2(N)CCc3nonc3C2(O)C1 (centres undefined),-6,3
O=c1[nH]c2ccccc2cc1-c1nnn(-c2ccccc2)n1,·,13
O=[N+]([O-])c1ccccc1/C=N/N1CCN(c2ccccn2)CC1,·,1
COCCCn1c(SCC(=O)Nc2ccc(C(C)=O)cc2)nc2ccccc2c1=O,-9,-1
CCCCC(=O)Nc1cc(NC(=O)CC)ccc1Cl,·,8
CCO/C=N/c1c(C#N)c(CC#N)nn1-c1ccccc1,-14,4
O=c1[nH]c(=O)n(C2CCCCCC2)c(O)c1C=NCc1ccc(F)cc1,-4,5
Cc1c(C(=O)OCc2ccccc2)nnn1-c1nonc1N,-18,13
CCOc1cc(N2CCOCC2)c(OCC)cc1NC1=NCCCCC1,4,-15
COC(=O)c1ccc(-c2sc3nc(N4CCOCC4)c4c(c3c2N)CCCC4)o1,19,116*
CC(C)OCCCNC(=O)Cn1nc(-c2ccccc2)ccc1=O,-7,-10
Cc1ccc(SCc2[nH]nc3c2C2(C(=O)Nc4ccc(F)cc42)C(C#N)=C(N)O3)cc1 (centres undefined),·,-1
Cc1cc(C(F)(F)F)nn1CC(=O)Nc1cccnc1,0,·
O=C(Oc1ccc(Cl)c2cccnc12)c1ccco1,·,7
CCSc1nnc(NC(=O)c2ccccc2)s1,-9,·
COc1ccc(CCNC(=O)C(C)OC(=O)c2ccco2)cc1OC (centres undefined),-2,-2
Cc1cc(=O)oc(C)c1C(=O)Nc1cccc2ccccc12,·,-8
CCc1ccc(S(=O)(=O)NCc2cn3ccsc3n2)s1,-31,-11
CC(=O)c1ccc(NC(=O)Nc2ccccc2)cc1,·,6
CCCCNC(=O)c1cn(C)c2ccc(S(=O)(=O)N3CCOCC3)cc2c1=O,-10,·
O=C1CC(C(F)(F)C(F)(F)C(F)(F)C(F)F)=Nc2ccccc2N1,-15,38
CCC(=O)Nc1cccc(C(=O)c2ccccc2)c1,-56,-11
CCOC(=O)c1ccccc1-c1csc(NS(=O)(=O)c2ccc(Cl)cc2)n1,·,?
CCCN(CCC)CCNC(=O)C1CCN(Cc2nc(-c3ccc(Cl)cc3)oc2C)CC1,1,-9
Cc1n[nH]c(=O)n1-c1cccc(C(F)(F)F)c1,·,-1
O=C1CC(c2ccccc2)CC(O)=C1C=NC1CCCCC1 (centres undefined),·,18
COc1ccc(NC(=O)c2cc(-c3cccnc3)nc3c(C)c(C)ccc23)c(OC)c1,·,5

# Two entries from above in a different format.
# Below each SMILES: RT RNaseH block | RmlC RmlD mix
- Cc1ccc(N=c2oc3cc(O)ccc3cc2C(N)=O)cc1
  -3 | -3
- O=C(OC(C(=O)NCc1ccc2c(c1)OCO2)c1ccccc1F)c1ccco1 (centres undefined)
  -9 | -14

# New compounds follow
SMILES,RT RNaseH block,RmlC RmlD mix
COc1ccc(OC)c(N(CC(=O)Nc2cccnc2)S(=O)(=O)c2ccc(C)cc2)c1,·,15
NC(=O)c1ccc(C(F)(F)F)n(Cc2c(Cl)cccc2Cl)c1=O,·,-7
COCC(=O)NC(C)c1nc2ccccc2[nH]1 (centres undefined),1,-25
Cc1sc2nc(C3CCCCC3)nc(SCC(=O)N3CC(=O)Nc4ccccc43)c2c1C,·,-3
CC(/C=N/NC(=O)c1cc(C(C)(C)C)[nH]n1)=C\c1ccccc1,·,4
Cc1ccc2cc(C(c3nnnn3C3CCCC3)N(Cc3ccco3)Cc3cccs3)c(=O)[nH]c2c1 (centres undefined),·,2
CNS(=O)(=O)Cc1ccc2[nH]cc(CCN(C)C)c2c1,·,-8
C#CCn1c(=NC(=O)CSC(C)=O)sc2cc(F)ccc21,·,12
Cc1ccc(SCc2[nH]nc3c2C2(C(=O)Nc4ccc([N+](=O)[O-])cc42)C(C#N)=C(N)O3)cc1 (centres undefined),·,6
CN1CCN(C(=O)c2cc3nc(-c4ccccc4)cc(C(F)(F)F)n3n2)CC1,-14,0

# In the list so far, five have an aryl thioether with sulfur outside any ring.
SMILES,RT RNaseH block,RmlC RmlD mix
COCCCn1c(SCC(=O)Nc2ccc(C(C)=O)cc2)nc2ccccc2c1=O,-9,-1
Cc1ccc(SCc2[nH]nc3c2C2(C(=O)Nc4ccc(F)cc42)C(C#N)=C(N)O3)cc1 (centres undefined),·,-1
CCSc1nnc(NC(=O)c2ccccc2)s1,-9,·
Cc1sc2nc(C3CCCCC3)nc(SCC(=O)N3CC(=O)Nc4ccccc43)c2c1C,·,-3
Cc1ccc(SCc2[nH]nc3c2C2(C(=O)Nc4ccc([N+](=O)[O-])cc42)C(C#N)=C(N)O3)cc1 (centres undefined),·,6

# Returning to the listing, repeating the 6 entries before the break.
SMILES,RT RNaseH block,RmlC RmlD mix
CC(/C=N/NC(=O)c1cc(C(C)(C)C)[nH]n1)=C\c1ccccc1,·,4
Cc1ccc2cc(C(c3nnnn3C3CCCC3)N(Cc3ccco3)Cc3cccs3)c(=O)[nH]c2c1 (centres undefined),·,2
CNS(=O)(=O)Cc1ccc2[nH]cc(CCN(C)C)c2c1,·,-8
C#CCn1c(=NC(=O)CSC(C)=O)sc2cc(F)ccc21,·,12
Cc1ccc(SCc2[nH]nc3c2C2(C(=O)Nc4ccc([N+](=O)[O-])cc42)C(C#N)=C(N)O3)cc1 (centres undefined),·,6
CN1CCN(C(=O)c2cc3nc(-c4ccccc4)cc(C(F)(F)F)n3n2)CC1,-14,0
CC1Cc2ccccc2N1C(=O)CN1C(=O)COc2ccccc21 (centres undefined),·,-14
Cc1cccn2cc(CNC(=O)c3ccc(Br)o3)nc12,·,4
CCCC(=O)Nc1nc(-c2ccc(OC)cc2)cs1,·,-6
O=C(CSc1ccc(Cl)cc1)NCC1CCCO1 (centres undefined),·,2
CCOC(=O)c1c(N)n(CCOC(=O)c2cccs2)c2nc3ccccc3nc12,-4,·
CN1CCCC1c1cccnc1 (centres undefined),·,-14
CCN(C(=O)c1ccc(NC(C)=O)cc1)c1ccccc1,·,3
COc1cc(OC)cc(C(=O)N2CCCc3ccccc32)c1,-35,-3
CSc1nnnn1-c1ccc(C(=O)O)cc1,·,5
Cc1cc(C)cc(SCc2noc(C(=O)NCCN(C)C)c2C(=O)NCCN(C)C)c1,·,7
Cc1ccccc1N(CC(=O)NC1CCCC1)C(=O)C1(C)CC(=O)N=C2C=CC=CN21 (centres undefined),·,16
CCCNC(=O)N[C@@H](CCSC)C(=O)OC,·,-9
Cc1cc(C(=O)Nc2ccc(S(=O)(=O)N3CCCC3)cc2)cs1,2,-11
CC(C)(C)NC(=O)COC(=O)c1cncc(Br)c1,·,-2
CCCCNC(=O)c1cc(-c2ccc(F)cc2)on1,-2,3
Cc1nc2ccc(S(=O)(=O)NCC(=O)N3CCc4ccccc4C3)cc2s1,-8,-9
CCC(C)NC(=O)c1cnc2n(c1=O)CCS2 (centres undefined),-3,7
COCCCNC(=O)c1c(N)n(/N=C/c2ccccn2)c2nc3ccccc3nc12,-121,·
CCOC(=O)C1=C(C)NC(=O)NC1c1ccc(OCC(=O)OC)c(OC)c1 (centres undefined),-6,-11
CNC(=O)c1nn(-c2ccc(C)cc2)ccc1=O,·,5
CC(C)NC(=O)c1ccc(-c2ccccc2C(F)(F)F)o1,-17,-14
COCc1nc2ccccc2n1Cc1ccc(Br)cc1,-42,·
COc1ccc(S(=O)(=O)N(C)CC(=O)N2CCN(Cc3ccccc3)CC2)cc1C,·,6
Cc1cc(C(=O)CNCc2ccco2)c(C)n1-c1ccc(F)cc1,-1,-11
CCCCCCC/C(C)=N/NC(=O)CC(=O)NCCc1ccccc1,·,-22
C=CC[C@]12C[C@@H](OC)C(=O)C=C1O[C@@H](c1ccc(OC)c(OC)c1)[C@H]2C,·,-11
CCN(CCCNC(=O)CCc1nc(-c2ccc(OC)cc2)no1)c1cccc(C)c1,-5,15
CCN=C1S/C(=C\c2cn(C(C)=O)nc2-c2ccccc2)C(=O)N1CC,·,30
COCCN1Cc2cccc(C(=O)Nc3cccc(OC)c3)c2C1=O,-9,-8
COc1cc(/C=N/O)ccc1OCc1ccc(C(=O)O)cc1,-9,2
COC(=O)CCC(NC(=O)OCc1ccccc1)C(=O)NC(CC(C)C)C(=O)OC (centres undefined),-6,-11
O=C1CCCN1c1ccc(S(=O)(=O)N2CCN(c3ccccn3)CC2)cc1,1,21
COc1ccc(N(CC(=O)Nc2cccc(OC)c2)S(=O)(=O)c2c(C)nn(C)c2C)cc1,-15,1
CCOP(=O)(OCC)c1nc(/C=C/c2ccccc2)oc1NCc1ccccc1,·,166
CC(=O)c1c(C)[nH]c(C(=O)CSc2nc3ccc(C)cc3[nH]2)c1C,·,-2
CC[N+](CC)(CCO)CCCN1C(=O)C2CC=C(Cl)CC2C1=O (centres undefined),-16,-7
O=C(O)C1CCCCC1C(=O)Nc1ccccc1Nc1ccccc1 (centres undefined),-5,-8
Cc1cccc(NC(=O)c2cc(-c3ccco3)nc3ccccc23)n1,24,-10
O=C(O)C1Sc2[nH]c(=O)sc2C2c3cc(Cl)ccc3OC(=O)C12 (centres undefined),72*,2
Cn1ncc2c(Nc3ccc4ccccc4c3)ncnc21,-11,-3
C[C@H]1[C@H](C)CC[C@]2(C)CC[C@]3(C)C(=CC[C@@H]4[C@@]5(C)CC[C@@H](O)[C@](C)(C(=O)O)[C@@H]5CC[C@]43C)[C@H]12,·,53
CCOC(=O)C1CCCCC12C(C#N)=C(N)Oc1n[nH]c(C)c12 (centres undefined),-10,5
O=C(Cc1cccs1)NCc1ccc2c(c1)OCO2,0,-12
OC(CN1CCN(c2ccccc2)CC1)Cn1c2ccccc2c2ccccc21 (centres undefined),·,-32
C=CCN(C(=O)CCC(=O)Nc1cc(C)on1)C(C(=O)NC(C)(C)C)c1cccc(OC)c1OC (centres undefined),6,4
COCCOC(=O)C1=C(C)NC2=C(C(=O)CC(C)(C)C2)C1c1ccc(N(C)C)cc1 (centres undefined),6,-41
CC(C)CC(=O)N1CCN(S(=O)(=O)c2ccc3ccccc3c2)CC1,·,-11
NC1=NC[C@H](Cc2ccccc2)N1CCc1cccc(F)c1,·,22
O=C(CCSc1nc2ccccc2o1)N1CCOCC1,-4,-10
COCC(=O)Nc1ccc(C(C)C)cc1,·,-11
# Following part:
SMILES,RT RNaseH block,RmlC RmlD mix
CCCCCC1CCC(c2ccc(C(N)=O)cc2)CC1 (centres undefined),·,-5
O=C(Nc1cccc(Cl)c1)N(CCN1CCOCC1)Cc1cccc(Cl)c1,1,-6
CC1Cc2ccccc2N1C(=O)c1cnc2n(c1=O)CCS2 (centres undefined),16,-11
Cc1ccc(S(=O)(=O)Nc2cc(C(=O)NCCN(C)C)ccc2N2CCCCC2)cc1,13,6
Cc1ccc(-c2noc(CCC(=O)Nc3ccc(C)cn3)n2)cc1,-6,-11
CC1CCN(C(=O)CSCC(=O)Nc2nc(-c3cccs3)cs2)CC1,-40,-15
CCOC(=O)c1cc2c(=O)n3ccccc3nc2n(C(C)C)c1=NC(=O)c1ccncc1,-25,10
COc1ccccc1/C=C/C1(C(=O)NC2CCCC2)CC(=O)N1c1ccc(C)cc1 (centres undefined),·,7
Cc1nn(CCC(=O)NNC(=S)Nc2ccc(Cl)cc2)c(C)c1[N+](=O)[O-],·,1
Cc1ccccc1C(=O)c1c[nH]c(C(=O)NCc2cccs2)c1,·,2
COc1cccc(-c2csc(N3CCN(CC(=O)NNC(=O)c4ccc(Br)cc4)CC3)n2)c1,·,-10
CC(=O)Nc1cccc(NC(=O)C2CCCN2C(=O)Nc2ccc(Cl)cc2)c1 (centres undefined),-8,2
CN1CCc2nc3sc(C(=O)NC(C)(C)C)c(N)c3cc2C1,·,4
Nc1nonc1-c1nc2ccccc2n1CC(=O)N1CCCCC1,-8,8
COc1ccc(N2CCN(C(=O)c3ccc(OCc4c(C)noc4C)c(OC)c3)CC2)cc1,·,27
Cc1ccc(C(=O)NN(C)c2nc3ccccc3nc2C(F)(F)F)cc1,·,-16
Cc1ccccc1CN1CCN(S(=O)(=O)c2ccc(F)cc2)CC1,-15,-11
COC(=O)CN1C(=O)C(O)(CC(=O)c2ccc(Br)cc2)c2ccccc21 (centres undefined),1,-8
O=C(O)C1C2C=CC3(CN(Cc4ccco4)C(=O)C13)O2 (centres undefined),-9,-12
COc1cccc(N2C(=O)C3C(C2=O)C2C=CC3C23CC3)c1 (centres undefined),4,4
Cc1ccc2nc(N3CCC(C(=O)N4CCC5(CC4)OCCO5)CC3)sc2c1,0,-10
CNCCCc1[nH]nc(N)c1C#N,-12,4
CN1CCN(CCCn2cnc3c(=O)oc4ccccc4c32)CC1,-10,1
CCOC(=O)C1=C(C)NC(C)=C(C(=O)OCC)C1C(=O)OCC(=O)N1CCCCC1CC (centres undefined),-5,-3
O=C(O)C1CCCCC1C(=O)N1CC=C(c2ccccc2)CC1 (centres undefined),-7,-7

# Screens from PubChem BioAssay.
